PABP1 MLLE inh: inhibitors of microRNA-mediated deadenylation, human PABP1 MLLE binding; P11940; GST-MLLE / FITC-PAM2 fluorescence polarization; inhibition, % at 20 µM; 360,000 compounds, 0.36% hits; in the data active means inhibition above about 35%, passing the limit was not always enough;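 further: plate controls were DMSO wells with GST-MLLE for no effect and wells lacking GST-MLLE protein for full effect; some results filed as inactive read as strong as hits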
Target sequence (P11940 whole entry, looked up): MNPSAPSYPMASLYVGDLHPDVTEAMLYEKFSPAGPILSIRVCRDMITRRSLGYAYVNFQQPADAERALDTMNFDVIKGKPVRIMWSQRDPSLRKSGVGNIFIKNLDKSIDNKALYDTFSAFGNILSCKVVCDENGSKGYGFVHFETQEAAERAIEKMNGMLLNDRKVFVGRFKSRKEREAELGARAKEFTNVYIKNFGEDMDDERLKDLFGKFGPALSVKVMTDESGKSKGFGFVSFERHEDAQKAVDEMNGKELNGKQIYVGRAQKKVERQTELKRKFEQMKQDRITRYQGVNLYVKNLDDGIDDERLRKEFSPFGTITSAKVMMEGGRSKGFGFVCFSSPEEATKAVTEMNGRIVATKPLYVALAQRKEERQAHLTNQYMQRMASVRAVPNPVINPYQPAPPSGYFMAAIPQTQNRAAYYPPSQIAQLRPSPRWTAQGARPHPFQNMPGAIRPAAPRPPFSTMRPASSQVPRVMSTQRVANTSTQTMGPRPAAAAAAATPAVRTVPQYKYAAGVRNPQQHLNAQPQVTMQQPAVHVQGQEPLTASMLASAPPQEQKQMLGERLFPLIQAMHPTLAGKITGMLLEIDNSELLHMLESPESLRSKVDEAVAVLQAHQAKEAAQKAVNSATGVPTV
CSN inh: blocks human CSN-mediated cullin deneddylation. Q92905. Purified CSN, SCF-Nedd8-OG deneddylation, fluorescence polarization. inhibition, % at 12.5 µM. 360,000 compounds, 0.38% hits. AID 651999;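 active means pattern-corrected inhibition above about 35%, with an unprinted fluorescence ratio check between 0.5 and 1.5, limit read from the data, passing the limit was not always enough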;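 further: 0% = enzyme with substrate and 100% = substrate without enzyme; some results filed as inactive read as strong as hits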
Target sequence (Q92905 whole entry, looked up, one chain of several): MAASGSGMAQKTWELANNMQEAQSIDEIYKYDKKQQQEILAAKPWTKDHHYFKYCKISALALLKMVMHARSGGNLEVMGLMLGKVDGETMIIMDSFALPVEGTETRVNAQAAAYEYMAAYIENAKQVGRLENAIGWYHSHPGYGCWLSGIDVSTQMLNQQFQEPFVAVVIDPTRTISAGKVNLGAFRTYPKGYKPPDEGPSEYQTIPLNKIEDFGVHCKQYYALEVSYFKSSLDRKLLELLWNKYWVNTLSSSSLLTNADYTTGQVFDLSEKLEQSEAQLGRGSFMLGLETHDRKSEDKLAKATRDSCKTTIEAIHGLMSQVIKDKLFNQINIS
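Material: purified human Csn5 enzyme expressed in HEK293T cells / Medium: Tris buffer pH 7.5, NaCl, DTT, Tween-20, trehalose, ovalbumin / Compound dosing: 12.5 µM single point / Schedule: 90 min incubation of compound, enzyme and substrate at room temperature / Signal: fluorescence polarization of the substrate / Control set: no-enzyme wells high, enzyme-with-substrate wells low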
MT1-MMP act inh: blocks activation of human MT1-MMP; GFP/RFP ratio change, % at 20 µM; 360,000 compounds, 0.061% hits; P50281; HT1080 RFP-PRO-GFP cells, GFP/RFP ratio fluorescence, overnight; percent of plate control window, DMSO zero;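 active means GFP/RFP ratio change of at least 30% with cell ATP level not reduced by more than half and red fluorescence within 50% of control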; further: strong numbers were not always called active
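Material: RFP-PRO-GFP reporter HT1080 cells. Dosing: single-point 20 µM compound, 1% DMSO. Controls: DMSO and RFP-L50D-GFP cell wells. Timing: cells overnight before dosing, compound overnight, 37 °C, 5% CO2. Measure: GFP/RFP fluorescence ratio.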
eLon inh: E. coli protease La inhibition; P0A9M0; purified E. coli Lon protease, fluorescence polarization; inhibition, % at 7.94 µM; 360,000 compounds, 0.42% hits; in the data active means inhibition above about 13%, passing the limit was not always enough;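 further: 0% = enzyme with probe and DMSO and 100% = no enzyme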
FAS-TE inh: inhibitors of human fatty acid synthase thioesterase domain; AID 602261; 360,000 compounds, 0.67% hits; inhibition, % at 15 µM; recombinant FAS-TE, OMFH fluorogenic substrate, fluorescence endpoint;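 active means compounds whose normalised, plate-corrected inhibition of enzyme fluorescence in the single-dose primary screen is 50% or more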;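 further: 0% = DMSO with enzyme and 100% = substrate without enzyme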
MsrA inhibitor: bovine MsrA inhibition; AID 651718; inhibition, % at 15.5 µM; purified bovine MsrA, absorbance read-out; 360,000 compounds, 0.75% hits; in the data active means inhibition above about 4.5%;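 further: 0% = vehicle wells with enzyme and 100% = reference inhibitor wells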
bovine MsrA act: bovine methionine sulfoxide reductase A activation | AID 602163 | purified bovine MsrA, absorbance read-out | activation, % at 10.6 µM | 360,000 compounds, 0.3% hits; in the data active means activation above about 7.5%;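 further: 0% = vehicle and 100% = reference activator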
Rpn11 inh: Rpn11 (human) deubiquitinase inhibition; O00487; human 26S proteasome, Ub4-pepOG fluorescence polarization; 20S core pre-blocked with epoxomicin; calls only at 20 µM; 360,000 compounds, 0.59% hits;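 active means inhibition at 20 µM, scaled to each plate's controls, above about 33%, limit read from the data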
Rin1 Abl inh: blocks binding of human Rin1 to Abl. P00519+Q13671. TR-FRET Rin1/Abl binding, biochemical. inhibition, % at 7.35 µM. 360,000 compounds, 0.4% hits. AID 588664; in the data active means inhibition above about 5%, passing the limit was not always enough
Numbers without * were called inactive; i = inactive; nt = not tested or not shown.

SMILES	PABP1 MLLE inh	CSN inh	MT1-MMP act inh	eLon inh	FAS-TE inh	MsrA inhibitor	bovine MsrA act	Rpn11 inh	Rin1 Abl inh
CCCC(NS(=O)(=O)c1ccc(Br)cc1)C(=O)O (configuration not stated)	-3	-1	-2	-5	-7	2.6	-5	i	-6
COc1ccc(C(C)(C)C)cc1NC(=O)CCCN1C(=O)NC(C)(C)C1=O	3	1	-1	3	-8	-1.1	0	i	1
CC(=O)Nc1ccc(OCC(O)CN2CCN(c3ccc(F)cc3)CC2)cc1 (configuration not stated)	9	3	5	2	-2	2.3	-9	i	-1
Nc1c(C(=O)NCc2ccccc2)nnn1Cc1cccc(Cl)c1	18	4	-3	-3	2	1.1	-3	i	2
O=[N+]([O-])c1ccc(-n2nnnc2-c2ccccc2)c([N+](=O)[O-])c1	1	-17	-15	-4	1	0.1	6	i	1
O=C(O)C1CC=CCC1C(=O)NCCCCc1ccccc1 (configuration not stated)	-11	-2	2	-5	-4	0.3	-3	i	-1
COc1ccc(-c2coc3c(C(=O)NCc4ccc(OC)c(OC)c4)cccc23)c(C)c1	0	-2	2	7	25	-1.0	-1	i	-2
COc1ccc(NC(=O)c2cc(Cl)ccc2Cl)c([N+](=O)[O-])c1	4	-3	3	6	-3	1.3	-3	i	1
COc1ccc(C2CC(=O)Oc3c(C(CCN4CCCCC4)c4ccc(N(C)C)cc4)c(OC)cc(OC)c32)cc1 (configuration not stated)	-1	-2	7	3	-1	-1.9	-1	i	1
CC(=O)c1ccc(N2CCN(CN3C(=O)CC4(CCCC4)C3=O)CC2)c(F)c1	-5	2	-4	-2	-6	0.9	-2	i	1
COc1cccc(NC(=O)c2ccccc2-c2nc(-c3ccc(F)cc3)no2)c1	-1	-2	3	-9	25	nt	-3	i	0
CC1(C)C2CCC(C2)C1(C)NC(=O)CNCc1cccs1 (configuration not stated)	-3	-2	-4	1	0	0.4	-2	i	3
N/C(=N\OC(=O)CCCOc1ccccc1)c1ccc(Br)cc1	-5	-4	12	-3	4	-0.4	0	i	-1
Cc1ccccc1OCC(=O)OC1CCN(C)CC1	7	-5	3	3	1	0.5	-3	i	0
Cc1ccc(S(=O)(=O)N2C[C@H]3[C@H]4C(=O)N(c5ccccc5)C(=O)[C@H]4C[C@H](OC(=O)NCc4ccccc4)[C@@]3(O)C2)cc1	4	3	1	-7	4	-0.4	0	i	-4
CCCC(=O)Nc1cc(OC)c(NC(=S)Nc2cccc(C)c2)cc1OC	15	0	0	-22	0	1.2	1	i	-2
Cc1cc(C)cc(NC(=O)C[n+]2ccccc2)c1	4	-5	1	2	-2	0.4	-3	i	-1
O=C(Oc1ccc(Br)cc1)c1cccnc1	-6	-2	-5	4	1	-0.7	0	i	2
Nc1ccc2nc(-c3ccccn3)[nH]c2c1	-17	1	14	-5	-2	3.2	-8	i	3
CC(C)Oc1ccc(Cc2c(O)nc(NCCCN(C)C)[nH]c2=O)cc1	11	-1	3	-2	-6	0.3	-1	i	-6
O=C(COC(=O)c1ccccc1OCc1ccccc1Cl)NCC1CCCO1 (configuration not stated)	-6	-4	-3	-1	3	1.4	-2	i	2
CCOC(=O)c1cccc(NC(=O)CCOc2ccccc2)c1	7	-6	-2	4	-1	2.4	-10	i	3
Cc1cc(NC(=O)CSCCc2ccncc2)no1	-1	0	0	-9	-3	-0.8	0	i	-3
Cc1cccc(OCC(=O)Nc2cc(NC(=O)COc3cccc(C)c3)cc(C(=O)O)c2)c1	-1	-1	4	-4	2	-0.7	1	i	2
O=[N+]([O-])c1cc(NS(=O)(=O)c2ccc(Cl)nc2)ccc1Cl	3	1	7	-1	13	-0.2	-2	i	0
CN1CCN(c2ncnc3c2ncn3[C@H]2CN(Cc3cccnc3)C[C@@H](CO)O2)CC1	13	-4	-1	8	-8	-0.7	-2	i	1
CCCCn1c(SCC(=O)Nc2cccc(OC)c2)nc2ccc(N3CCOCC3)cc2c1=O	-40	8	0	0	11	-0.6	1	i	3
NC(=O)CN(c1ccccc1)C1SC(=O)N(Cc2ccccc2)C1=O (configuration not stated)	45*	0	-7	7	-6	-0.9	-5	i	1
O[C@H]1C[C@H](c2ccc(Cl)cc2)N(Cc2cccs2)C[C@@H]1n1cc(C2CC2)nn1	6	7	0	0	29	-0.4	0	i	3
CCN(CC)Cc1csc(C(N)=O)c1	0	2	1	0	-2	0.7	0	i	3
Cc1nn(CC(=O)Nc2ccc3c(c2)CCC3)c(C)c1[N+](=O)[O-]	-61	-5	10	6	10	-0.7	-2	i	2
CC(C)(C)c1ccc(C(=O)N2CCCN(C(=O)c3ccc(C(C)(C)C)cc3)CC2)cc1	14	-20	-1	-8	-2	0.4	-4	i	-2
CN(CC(=O)NCc1ccccc1F)S(=O)(=O)c1ccc(Cl)cc1	8	-1	4	2	-2	-0.8	-6	i	-1
CC(=O)Nc1ccc(-c2ccnc3c2CC(C)(C(=O)Nc2ccc(C(C)C)cc2)O3)cc1 (configuration not stated)	13	2	1	0	13	-0.6	-1	i	-3
Cc1cc(=O)oc2cc(OCC(=O)c3ccccc3)ccc12	14	-1	-3	-3	5	1.1	-3	i	0
CCS(=O)(=O)N1Cc2ccccc2CC1C(=O)NC(C)C12CC3CC(CC(C3)C1)C2 (configuration not stated)	-22	3	-4	-1	14	0.7	-4	i	1
Cc1ccc(S(=O)(=O)NC(=O)N2CCCC(C)(C)C2)cc1	1	1	3	7	-7	0.9	-4	i	0
CC(C)N(C(=O)Cn1c(-c2cccnc2)ccc(C#N)c1=O)C(C)C	5	-7	3	-7	5	0.6	-1	i	-1
Cc1nnc2n(-c3ccccc3)c(=O)c3c4c(sc3n12)COC(C(C)C)C4 (configuration not stated)	15	2	0	-2	-3	0.0	1	i	-2
COc1ccccc1OCc1cc(-c2ccccc2)no1	-1	-3	-1	1	15	-1.4	-6	i	-3
Cc1cnc(NC(=O)CSc2nc3ccccc3c(=O)[nH]2)s1	18	6	8	-9	-3	1.6	-4	i	-3
CCNC(=O)C1(C)CCCN(C(=O)c2ccccc2Br)C1 (configuration not stated)	-2	-1	-3	-4	-6	-0.6	0	i	0
COc1ccc(-n2c(CNC(=O)c3cccs3)n[nH]c2=S)cc1	-12	-2	-1	5	-2	1.9	-3	i	3
Cc1cc(-c2n[nH]c(=S)n2CC(C)C)cs1	-5	-4	0	-6	-11	1.5	-4	i	-3
COc1cc(S(=O)(=O)n2nc(C)cc2C)c(OC)cc1Cl	11	0	8	-7	-3	-0.4	-12	i	6
O=S(=O)(NCCCc1ccccc1)c1ccc(Cl)cc1	-5	0	6	-7	21	0.2	-7	i	0
COC(=O)c1ccc(CSc2nnnn2-c2ccc(C)cc2C)o1	-86	4	3	-4	8	0.3	-9	i	2
CN1CCN(S(=O)(=O)c2cc(C(F)(F)F)ccc2Cl)CC1	7	-2	0	-8	-2	1.3	-2	i	-2
Cc1ccc(S(=O)(=O)NC2c3cccc4cccc(c34)C2Sc2ncccn2)cc1 (configuration not stated)	17	0	-5	-9	33	1.1	-2	i	-3
Oc1ccc(/C=C/c2cnccn2)cc1	9	5	-4	-2	-5	3.2	-4	i	-5

The listing continues:
SMILES	PABP1 MLLE inh	CSN inh	MT1-MMP act inh	eLon inh	FAS-TE inh	MsrA inhibitor	bovine MsrA act	Rpn11 inh	Rin1 Abl inh
CCOc1ccccc1N1CCN(C(=O)NC2CCCCC2)CC1	10	-3	1	8	0	-1.5	-8	i	-2
CN(C)c1ncc(C2=C(Cl)C(=O)C(N3CCCC3)=C(Cl)C2=O)s1	41*	39	7	17	46	4.2	-14	i	11*
O=C(O)c1cccc(Nc2c([N+](=O)[O-])c(=O)oc3ccccc23)c1	6	-1	10	-10	-7	1.5	-9	i	-3
NC(N)=N/N=C/c1ccc(OCc2ccccc2Cl)cc1	-39	5	-10	1	-18	-0.6	-10	i	-6
CCS(=O)(=O)N1CCC(C(=O)NCCc2ccc(C)cc2)CC1	22	7	13	-3	-2	2.2	-3	i	-2
CCOC(=O)N1CCC(NC(=O)CCN2C(=O)COc3ccccc32)CC1	5	6	4	2	-10	-1.2	-4	i	-3
COc1ccc(CNC(=O)CN(Cc2ccc(Cl)cc2)S(=O)(=O)c2ccccc2)cc1	15	-2	-1	-3	22	1.9	-3	i	-3
CC(C)NC(=O)N1CCOCCOCCN(C(=O)NC(C)C)CCOCCOCC1	5	-4	2	0	-8	1.2	-3	i	-3
COc1ccc(C(=O)C2CCN(S(=O)(=O)c3ccc4c(c3)OCCO4)CC2)cc1	-6	2	-5	-3	32	0.1	-5	i	4
O=c1c2cnn(-c3ccc(F)cc3)c2ncn1Cc1cccnc1	15	1	2	-2	-6	0.5	2	i	-2
Cc1ccc(-c2c(C(=O)N/N=C/c3ccco3)nnn2-c2nonc2N)cc1	-12	3	-5	-8	-1	1.5	-5	i	1
CCn1c(=O)c(C(=O)CN2c3ccccc3CC2C)c(N)n(Cc2ccccc2)c1=O (configuration not stated)	-8	4	11	-11	13	3.6	-10	i	0
CSc1ccccc1C(=O)N1CCCC(CCC(=O)NCc2ccc(F)c(F)c2)C1 (configuration not stated)	11	4	1	-4	-4	-0.4	-1	i	0
CCCN(CCC)CCCNc1ccc2nnc(-c3ccc(F)cc3)n2n1	8	2	-5	-9	-9	-0.1	-12	i	-4
O=C(NC1CCCc2ccccc21)c1ccc2c(c1)OCO2 (configuration not stated)	13	-4	3	-5	0	-1.1	-5	i	4
COc1cc(OC)cc(C(=O)NCC(=O)OCC(=O)NC(C)CCc2ccccc2)c1 (configuration not stated)	6	-2	-3	-2	-5	-0.7	-1	i	3
CCN(C(=O)COC(=O)CCc1c[nH]c2ccccc12)c1c(N)n(Cc2ccccc2)c(=O)[nH]c1=O	-8	0	0	4	0	-1.6	-2	i	4
COC(=O)c1cc(-c2ccc(Br)cc2)n[nH]1	-8	1	2	6	0	-0.1	-2	i	1
COc1ccccc1CN(C)C[C@@H]1OCc2cnnn2CCCC(=O)N([C@H](C)CO)C[C@H]1C	8	-3	1	4	-6	1.1	-2	i	-4
COCCN(C(=S)Nc1c(C)cccc1C)C(C)c1ccco1 (configuration not stated)	-2	4	1	-8	4	0.1	-3	i	-3
CC(C)NCC(O)COC1C2CC3CC(C2)CC1C3 (configuration not stated)	-9	5	0	-4	-6	-0.6	-3	i	1
O=C(c1ccc(NS(=O)(=O)c2ccc(Cl)c(Cl)c2)cc1)N1CCOCC1	7	-4	7	2	-4	0.2	-3	i	2
COc1ccc(-c2nc(CN3CCN(Cc4cccc(F)c4)CC3)c(C)o2)cc1	-14	2	-4	-12	4	-0.2	-4	i	-1

Screening data deposited in PubChem BioAssay by several laboratories.
